FUS yeast rescue – qHTS for Suppressors of FUS Proteinopathy: Primary screen using FUS-linked yeast assay | S. cerevisiae FUS-expressing, growth rescue, OD600, 24 h | Potency, µM (highest dose often 76.6 µM), inactives show top-dose growth rescue (activation), hits mostly activators | 390,000 tested, 0.24% active;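 note: plate controls were DMSO vehicle for no effect and reference control for full effect; nearly all actives have a fitted effect of over 55% in size; some results filed as inactive show a strong effect at the top dose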
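Compound concentration series was pinned onto galactose-induced FUS-expressing yeast seeded at OD 0.005. Plates sat 24hr at 30C; absorbance at 600 nm gave growth. DMSO served as background control.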
EPAC2 antagonist – qHTS for Antagonist of cAMP-regulated guanine nucleotide exchange factor 2 (EPAC2): primary screen; Rap guanine nucleotide exchange factor 4 (Homo sapiens), Q8WZA2; EPAC2 GEF exchange of Rap1B-BODIPY-GDP, fluorescence; Potency, µM (doses to about 114 µM), for inactives: at the highest dose activity, negative = inhibition, actives largely listed as inhibitors; 360,000 tested, 0.18% active; AID 720708, 2013; note: % is set by controls: 0 for no effect and ±100 for the full control effect; nearly all actives have a fitted effect of over 45% in size; many of its hits are not listed in these tables
EPAC2 agonist – qHTS for Agonist of cAMP-regulated guanine nucleotide exchange factor 4 (EPAC2): primary screen; Rap guanine nucleotide exchange factor 4 (Homo sapiens), Q8WZA2; EPAC2 activation, biochemical qHTS; response scale: 100% = 6.5 mM cAMP response; Potency, µM (top dose mostly 154 µM), for inactives: at the top dose activation, hits mostly activators; 360,000 tested, 0.079% active; note: nearly all actives have a fitted effect of over 50% in size
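Guanine nucleotide exchange by EPAC2 is measured as reduced fluorescence of BODIPY-GDP once it is released from 250 nM Rap1B. Plates are read kinetically for 30 min at room temperature; results are scaled to 6.5 mM cAMP.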
aSyn rescue – qHTS of alpha-syn Inhibitors. AID 652106, 2013. 370,000 tested, 0.14% active. Potency, µM (doses to about 46.1 µM), for inactives: at the top dose growth rescue (activation), hits mostly activators. Yeast expressing alpha-synuclein, growth rescue, BacTiter-Glo, 24 h; note: % of control where 0% means no effect; nearly all actives have a fitted effect of over 65% in size
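Readout is rescue of growth in alpha-synuclein-expressing yeast, so inhibitors of toxicity appear as activators. Growth after 24 hr at 30 deg C in galactose medium is quantified by luminescence.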
EPAC1 agonist – qHTS for Agonist of cAMP-regulated guanine nucleotide exchange factor 3 (EPAC1): primary screen; EPAC1 agonist qHTS, biochemical assay; response scale: 100% = response to 6.5 mM cAMP; Potency, µM (doses to about 154 µM), without a hit: at the top dose activation, usual class: activators; Rap guanine nucleotide exchange factor 3 (Homo sapiens), O95398; 360,000 tested, 0.073% active; note: nearly all actives have a fitted effect of over 60% in size
Target sequence (O95398 whole entry, looked up): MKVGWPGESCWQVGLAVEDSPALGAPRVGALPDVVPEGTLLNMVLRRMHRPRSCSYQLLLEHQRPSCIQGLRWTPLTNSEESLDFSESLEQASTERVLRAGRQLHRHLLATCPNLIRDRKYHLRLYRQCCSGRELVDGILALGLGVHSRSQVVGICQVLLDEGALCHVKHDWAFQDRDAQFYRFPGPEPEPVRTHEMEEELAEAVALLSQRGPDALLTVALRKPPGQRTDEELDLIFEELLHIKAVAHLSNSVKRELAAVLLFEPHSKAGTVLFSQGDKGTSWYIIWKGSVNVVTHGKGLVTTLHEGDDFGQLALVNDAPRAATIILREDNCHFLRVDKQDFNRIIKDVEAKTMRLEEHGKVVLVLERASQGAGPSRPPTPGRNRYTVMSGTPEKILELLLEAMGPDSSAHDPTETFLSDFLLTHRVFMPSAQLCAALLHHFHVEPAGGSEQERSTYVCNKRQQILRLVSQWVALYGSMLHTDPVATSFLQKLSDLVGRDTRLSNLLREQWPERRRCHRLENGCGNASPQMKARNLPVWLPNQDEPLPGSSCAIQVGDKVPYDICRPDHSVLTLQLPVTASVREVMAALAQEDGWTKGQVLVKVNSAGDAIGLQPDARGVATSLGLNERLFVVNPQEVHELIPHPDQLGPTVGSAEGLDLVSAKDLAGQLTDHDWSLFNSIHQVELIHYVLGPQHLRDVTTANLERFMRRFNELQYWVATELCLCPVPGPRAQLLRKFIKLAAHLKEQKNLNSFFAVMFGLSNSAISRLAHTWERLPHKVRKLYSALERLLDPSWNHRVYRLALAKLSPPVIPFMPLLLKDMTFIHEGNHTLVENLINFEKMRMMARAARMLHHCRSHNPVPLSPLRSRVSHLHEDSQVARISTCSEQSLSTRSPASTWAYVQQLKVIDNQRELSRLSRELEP
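Nucleotide exchange by EPAC1 (100 nM) on Rap1B–BODIPY-GDP (250 nM) in the presence of 50 uM GDP is tracked fluorescently at 480/540 nm over 30 min. Signals are normalized to a 6.5 mM cAMP control.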
TDP-43 yeast inh – qHTS of TDP-43 Inhibitors; Potency, µM (top dose mostly 46.1 µM), for the others: top-dose growth rescue (activation), hits mostly activators; 410,000 tested, 1.8% active; TDP-43 expressing yeast growth rescue, BacTiter-Glo, 24 h; note: % of control where 0% means no effect; nearly all actives have a fitted effect of over 50% in size
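Galactose-induced TDP-43 yeast, OD600=0.02, compound pinned; 24 hr, 30 deg C; BacTiter-Glo luminescence for growth. Inhibitors of TDP-43 toxicity read as activators.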
PTHR1 agonist – qHTS for PTHR1 Agonists: Primary Screen; HEK293 GP2 PTHR1 cells, GloSensor cAMP luminescence, 1 h; Potency, µM (titrated, usually from 115 µM), for the others: at the highest dose activation, hits mostly activators; AID 743266, 2014; Parathyroid hormone/parathyroid hormone-related peptide receptor (Homo sapiens), Q03431; 410,000 tested, 0.075% active; note: nearly all actives have a fitted effect of over 55% in size; some results filed as inactive show a strong effect at the top dose; inactives centre near -15; many of its hits are not listed in these tables
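HEK-293-derived GP2 cells expressing PTHR1 and a GloSensor cAMP reporter, 3,000/well, plated overnight, given luciferin plus IBMX (each 0.5 mM as added) for 1 h at 37 °C, then compound for 1 h at 37 °C. Luminescence was read after 15 min at room temperature.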
EPAC1 antagonist – qHTS for Antagonist of cAMP-regulated guanine nucleotide exchange factor 3 (EPAC1): primary screen; Rap guanine nucleotide exchange factor 3 (Homo sapiens), O95398; EPAC1 GEF assay, Rap1b-BODIPY-GDP exchange fluorescence; Potency, µM (top dose mostly 115 µM), without a hit: at the top dose activity change, negative = inhibition, actives largely listed as inhibitors; 360,000 tested, 0.14% active;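 note: plate controls were vehicle for no effect and positive control for full effect; nearly all actives have a fitted effect of over 50% in size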
* marks the source's active call; other numbers are inactive results; i = inactive; ? = inconclusive; · = no result given; [ ] = another dose, or the depositor's remark. Calls come from the whole dose curve; as a rule, active = well fitted curve in the direction sought with a large enough effect; inconclusive = small, poorly fitted or top-dose-only effect, or another doubt; inactive = no such curve, though single readings can be large; an effect the other way counts as inactive or inconclusive. Potency is the fitted concentration of half-maximal effect. Not all compounds are listed; rates above refer to the full screens.

smiles	FUS yeast rescue	EPAC2 antagonist	EPAC2 agonist	aSyn rescue	EPAC1 agonist	TDP-43 yeast inh	PTHR1 agonist	EPAC1 antagonist
C#CCOCCOCCOCCNc1nc(N2CCN(C(=O)C([C@@H](C)O)n3cc([C@@H](N)CCCCN)nn3)CC2)nc(N2CCN(C(=O)[C@H](CCCCN)n3cc([C@@H](N)CC(N)=O)nn3)CC2)n1 (some centres not stated)	-14%	0%	3%	0%	-2%	10%	i	-1%
CCC(=C(c1ccc(O)cc1)c1ccc(OCCN(C)C)cc1)c1ccccc1	-7%	3%	7%	2%	-13%	7%	-1%	-16%
Cc1ccc(CNC(=O)C2CCC(=O)N(C3CCCC3)C2)c(F)c1F (configuration not stated)	8%	-1%	4%	2%	-6%	8%	i	10%
NC(=O)CCC(C(=O)O)N1C(=O)C2C3CCC(C3)C2C1=O (configuration not stated)	-15%	-7%	-2%	-3%	-12%	19%	i	10%
O=C(N/N=C/c1cccc(O)c1)c1ccc2c(c1)OCCO2	3%	-4%	9%	3%	-1%	9%	i	-24%
COc1ccc(S(=O)(=O)N2CCc3ccccc32)cc1C(=O)OCc1nnc(-c2ccccc2)o1	3%	10%	0%	-2%	-1%	1%	i	9%
COC(=O)c1cc2nc(-c3ccc(OC)c(OC)c3)cc(C(F)(F)F)n2n1	-14%	4%	-2%	2%	7%	15%	-23%	-4%
CN(C(=O)Cc1csc(-c2ccccc2)n1)c1c(N)n(Cc2ccccc2)c(=O)[nH]c1=O	24%	3%	9%	1%	-3%	16%	i	1%
O=C(CC12CC3CC(CC(Br)(C3)C1)C2)Nc1nncs1	9%	-1%	3%	1%	5%	5%	i	-7%
CN(Cc1ccccc1)C(=O)COC(=O)c1ccc2ccccc2n1	-9%	18%	3%	3%	-7%	15%	i	4%
CCOC(=O)CNC(=S)N(CCCN1CCCC1)Cc1cccs1	15%	8%	4%	7%	4%	4%[0.397 µM]	i	-8%
Cc1c(NC(=O)c2ccc3c(c2)C(=O)N(Cc2ccco2)C3=O)cccc1C(=O)O	19%	2%	5%	-4%	3%	0%[9.22 µM]	-22%	-11%
O=C(Nc1ccccc1)Nc1ccccn1	12%	-3%	-8%	3%	0%	-5%	i	2%
Cc1ccc([C@H]2N[C@]3(CCCN(Cc4ccc(C(F)(F)F)cc4)C3=O)[C@H]3C(=O)N(C)C(=O)[C@@H]23)cc1	12%	-2%	8%	-1%	-7%	25%	-22%	-18%
O=[N+]([O-])c1ccc(N/N=C2/CCCCC2c2ccccn2)c([N+](=O)[O-])c1 (configuration not stated)	-24%	-16%	15%	2%	5%	5%	-21%	-12%
CCOc1cccc(/C(O)=C2/C(=O)C(=O)N(Cc3cccnc3)C2c2ccco2)c1 (configuration not stated)	30%	2%	11%	0%	9%	?	-24%	5%

In the list so far, these contain a CF3 group:
smiles	FUS yeast rescue	EPAC2 antagonist	EPAC2 agonist	aSyn rescue	EPAC1 agonist	TDP-43 yeast inh	PTHR1 agonist	EPAC1 antagonist
COC(=O)c1cc2nc(-c3ccc(OC)c(OC)c3)cc(C(F)(F)F)n2n1	-14%	4%	-2%	2%	7%	15%	-23%	-4%
Cc1ccc([C@H]2N[C@]3(CCCN(Cc4ccc(C(F)(F)F)cc4)C3=O)[C@H]3C(=O)N(C)C(=O)[C@@H]23)cc1	12%	-2%	8%	-1%	-7%	25%	-22%	-18%

(further entries)
smiles	FUS yeast rescue	EPAC2 antagonist	EPAC2 agonist	aSyn rescue	EPAC1 agonist	TDP-43 yeast inh	PTHR1 agonist	EPAC1 antagonist
Cc1cc(C)c(OCC(=O)OC(C)C(=O)NCc2ccccc2)c(C)c1 (configuration not stated)	11%	-3%	8%	8%	2%	?	i	-8%
O=C(Nc1nccs1)c1ccc(COc2ccccc2)o1	11%	-5%	9%	-6%	7%	11%	i	8%
CC(C)C(=O)Nc1ccc(C(=O)NNC(=O)c2ccco2)cc1	-2%	3%	1%	1%	8%	-21%	i	1%
CC(=O)c1cccc(NC(=S)N2CCN(c3ccccn3)CC2)c1	·	-4%	0%	-3%	13%	15%	i	-1%
CC(C)CC1Nc2ncnc(N3CCCCC3)c2N(Cc2ccc(Br)cc2)C1=O (configuration not stated)	37%	-30%	8%	14%	2%	?	-69%[inhibitor]	-15%
COc1ccc(-c2csc(N3CCN(c4cc(C)nc5ccccc45)CC3)n2)cc1OC	?	1%	5%	0%	11%	-1%	-10%	-4%
CC1Cc2ccccc2N1C(=S)NC(=O)c1ccco1 (configuration not stated)	-9%	0%	6%	-11%	10%	?	-2%	6%
O=C1CC(SCCc2nc3ccccc3[nH]2)C(=O)N1c1ccc(Cl)cc1 (configuration not stated)	26%	-1%	7%	1%	2%	13%	i	0%

Looked up above:
CC(C)C(=O)Nc1ccc(C(=O)NNC(=O)c2ccco2)cc1 in EPAC1 antagonist is entered as 1%
CC1Cc2ccccc2N1C(=S)NC(=O)c1ccco1 (configuration not stated) in PTHR1 agonist is entered as -2%
COc1ccc(-c2csc(N3CCN(c4cc(C)nc5ccccc45)CC3)n2)cc1OC in EPAC2 agonist is entered as 5%
O=C1CC(SCCc2nc3ccccc3[nH]2)C(=O)N1c1ccc(Cl)cc1 (configuration not stated) in EPAC2 agonist is entered as 7%

(next part)
smiles	FUS yeast rescue	EPAC2 antagonist	EPAC2 agonist	aSyn rescue	EPAC1 agonist	TDP-43 yeast inh	PTHR1 agonist	EPAC1 antagonist
CCn1c(COc2ccccc2C)nnc1SCC(=O)Nc1cc(C)on1	11%	-12%	2%	-2%	9%	-16%	i	-13%
O=C(NN1C(=O)/C(=C/c2cccs2)SC1=S)c1ccccc1	·	1%	-3%	-8%	-14%	-10%	i	9%
CCOC(=O)N1CCN(C(=O)c2ccc3c(c2)N=C(C)c2cc(Cl)ccc2S3)CC1	38%	-18%	6%	-2%	8%	24%	-16%	18%
CC(C)CN(C(=O)CSc1ncnc2ccccc12)C1CCS(=O)(=O)C1 (configuration not stated)	·	10%	1%	4%	0%	-18%	-10%	-5%
Cc1ccc(OCC(=O)Nc2cccc(S(=O)(=O)N3CCCCCC3)c2)cc1C	14%	-8%	14%	0%	8%	16%	-38%[inhibitor]	-3%
CC(C)Oc1cc(F)ccc1-c1cc(C(=O)NCCCn2ccnc2)[nH]n1	-14%	?	11%	-7%	1%	10%	i	-22%
O=C(O)CCCCCN1C(=O)CSC1=S	-18%	-1%	2%	24%	13%	?	16%[57.5 µM]	0%
Cc1ccnc(NC(=O)c2ccc3c(c2)NC(=O)C(C)S3)c1 (configuration not stated)	23%	?	4%	-2%[1.84 µM]	-1%	1%	-76%[inhibitor]	-4%
Clc1cccc(Cl)c1C[n+]1ccc2ccccc2c1	-8%	-2%	7%	-3%	15%	13%	-3%	-24%
N/C(=N\OC(=O)Cc1ccccc1)c1ccc([N+](=O)[O-])cc1	1%	-3%	11%	0%	17%	?	i	-5%
Cc1cc(OCC(=O)OCC(=O)N(C)Cc2ccccc2C)ccc1Cl	21%	-22%	17%	-6%	5%	-6%	i	-16%
CC(=C/c1ccco1)/C=N/NC(=O)c1nnn(-c2nonc2N)c1CN(C)C	32%	3%	-1%	9%	7%	-8%[0.397 µM]	i	-5%
CC(Sc1nnc(C2CC2)n1C1CC1)C(=O)N(C)Cc1cccc(F)c1 (configuration not stated)	-3%	0%	10%	-8%	-1%	6%	23%	-3%
O=C(CCC(=O)Nc1cccc([N+](=O)[O-])c1)NCc1ccccc1	-4%	-2%	9%	3%	8%	10%	-2%	-18%
Cc1nc2c(C)cccc2c2c1COC2	-4%	3%	10%	0%	6%	3%	i	-12%
CCn1c(-c2ccncc2)n[nH]c1=S	5%	6%	-2%	3%	10%	9%	i	-1%
CCCCSc1cc(=O)[nH]c(N)n1	3%	-1%	4%	-3%	8%	-29%	-57%[inhibitor]	-18%
Cc1cc(C)cc(CC(=O)N2CCC2(C)C(=O)NS(=O)(=O)c2cc(C)ccc2F)c1 (configuration not stated)	-16%	5%	14%	0%	-9%	22%	i	1%
COc1ccc(C)cc1-n1c(SCC(=O)NC2CC2)nc2ccccc2c1=O	11%	-27%	7%	2%	8%	19%	-10%	2%
Clc1ccccc1OCc1nc(-c2ccccn2)no1	-3%	-19%	4%	5%	17%	?	-22%	-5%
Cn1ccc2c(N3CCCCC3)cc3c(c21)C1CCC3C1 (configuration not stated)	4%	-13%	19%	4%	2%	25%	-92%[inhibitor]	-10%
COc1ccc(-c2ccc3c(c2)S(=O)(=O)c2cccc(C(=O)NC4CCCCC4)c2C3=O)cc1OC	3%	-9%	-4%	-1%	10%	7%	-16%	-3%
CC1(Cc2cc(Cl)ccc2C(F)(F)F)C(=O)Nc2cc(F)ccc21 (configuration not stated)	7%	?	18%	3%	-23%	-79%[inhibitor]	-37%[inhibitor]	-22%
Cc1cc(C)n(CC(=O)Nc2ccc(N3CCOCC3)c(Cl)c2)c(=O)c1C#N	12%	-5%	5%	8%	-1%	1%	-8%	21%
Cc1ccc(NC(=O)N2CCC(C(=O)Nc3ccc(C)cc3C)CC2)cc1	0%	5%	-1%	-9%	2%	8%	-8%[57.5 µM]	0%
CCC(=O)N1CCN(c2ccc(Cl)cc2NC(=O)c2ccc(N3CCCC3)c([N+](=O)[O-])c2)CC1	23%	2%	3%	3%	-1%	1%	i	-1%
Cc1ccc(Cn2c(C3CCCN3c3nc(-c4ccc(F)cc4)cs3)nc3cc(C(F)(F)F)ccc32)cc1 (configuration not stated)	7%	11%	-19%	1%	-11%	?	-10%	-8%
Cc1ccc(-n2c(=O)c3ccc(C(=O)NCc4ccccc4Cl)cc3n(Cc3ccccc3F)c2=O)cc1	-4%	·	·	1%	·	11%	-19%	·
CC(C)(C)n1nnnc1C(c1cccnc1)N1CCOCC1 (configuration not stated)	1%	-1%	1%	-9%	7%	-1%	-1%	13%
CC1CCN(c2ccc(C(=O)Nc3ccc4c(c3)OCO4)cc2[N+](=O)[O-])CC1	17%	-4%	8%	7%	-6%	22%	-36%[inhibitor]	-14%
Cc1cc(C)n(-c2nncn2/N=C/c2ccccc2F)n1	8%	4%	-4%	5%	-2%	20%	i	4%
